Source: PubChem (The Scripps Research Institute Molecular Screening Center)
M1 ag parental: counter-screen for M1 agonists: effect in parental CHO-K1 cells; actives 0.48% (n = 360,000); activation, % at 3 µM; Fluo-8 calcium fluorescence; scaled to maximal ATP response, vehicle zero; in the data active = activation above about 15%;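 also: untransfected CHO-K1 host cells lacking M1 receptor as counterscreen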
CHRM5 agonist: human M5 muscarinic receptor agonists, primary screen, CHO-K1 cells, Fluo-8 calcium fluorescence. CHO-K1 hM5 cells; 0% DMSO wells, 100% maximal acetylcholine response. activation, % at 3 µM. actives 0.19% (n = 360,000). AID 624037, 2012;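 active = activation above the run's mean over test compounds plus 3 SD, cut at about 23% in these data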;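 also: signal is peak over basal fluorescence ratio across the kinetic read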
Target sequence (P08912 whole entry, looked up): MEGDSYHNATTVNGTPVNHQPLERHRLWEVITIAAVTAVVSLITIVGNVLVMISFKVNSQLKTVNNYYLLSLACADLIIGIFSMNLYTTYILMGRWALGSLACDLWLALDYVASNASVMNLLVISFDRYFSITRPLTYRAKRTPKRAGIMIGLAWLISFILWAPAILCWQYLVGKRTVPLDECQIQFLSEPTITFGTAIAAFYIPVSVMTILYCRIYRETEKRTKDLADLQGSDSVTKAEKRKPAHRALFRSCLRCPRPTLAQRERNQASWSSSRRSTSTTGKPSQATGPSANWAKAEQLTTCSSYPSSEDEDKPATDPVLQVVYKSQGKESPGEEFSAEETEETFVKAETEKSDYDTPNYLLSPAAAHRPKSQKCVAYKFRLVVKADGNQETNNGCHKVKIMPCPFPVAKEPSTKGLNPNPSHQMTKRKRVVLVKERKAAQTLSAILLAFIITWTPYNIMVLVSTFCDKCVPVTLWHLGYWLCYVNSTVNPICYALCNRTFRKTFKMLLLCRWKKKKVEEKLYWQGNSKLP
M5 antag: human M5 muscarinic receptor antagonists, primary screen, CHO cells, Fluo-8 calcium fluorescence. actives 0.59% (n = 360,000). Muscarinic acetylcholine receptor M5 (Homo sapiens), P08912. CHO-hM5 cells, ACh EC80. inhibition, % at 3 µM;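 active = inhibition above a per-plate cutoff, the mean of that plate's test compounds plus 3 SD, cut at about 27% in these data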;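 also: 0% = acetylcholine EC80 with DMSO and 100% = DMSO without agonist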
CHO-K1 Ca antag: M1 antagonist counterscreen hit in parental CHO-K1 cells; ATP-induced calcium, Fluo-8 fluorescence; inhibition, % at 3 µM; actives 0.6% (n = 360,000);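 active = inhibition above a per-plate cutoff, the plate's mean sample inhibition plus 3 SD, cut at about 24% in these data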;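 also: 0% = DMSO plus EC80 ATP and 100% = DMSO alone without ATP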
M1 PAM parental: nonselective calcium activators in parental CHO-K1 cells, primary screen, counter-screen for M1 PAM project, cell-based, Fluo-8 calcium fluorescence, full deck, 1536-well | ATP EC20; 0% at ATP EC20, 100% at ATP max | activation, % at 3 µM | actives 0.02% (n = 360,000) | AID 602247, 2012;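 active = activation above the run cutoff, the mean activation of all test compounds plus 3 SD, cut at about 40% in these data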;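 also: peak over basal fluorescence ratio in a 140 s read after ATP addition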
CHRM4 agonist: human M4 muscarinic receptor agonists, primary screen, CHO-K1 cells, Fluo-8 calcium fluorescence. Muscarinic acetylcholine receptor M4 (Homo sapiens), P08173. CHO-K1 hM4/Gqi5; vehicle 0%, full acetylcholine response 100%. activation, % at 3 µM. actives 0.14% (n = 360,000). AID 624127, 2012;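 active = activation above the run mean over all test wells plus 3 SD, cut at about 32% in these data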;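 also: peak over basal fluorescence ratio per well then scaled between controls; 0% = DMSO wells and 100% = acetylcholine at EC100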
Target sequence (P08173 whole entry, looked up): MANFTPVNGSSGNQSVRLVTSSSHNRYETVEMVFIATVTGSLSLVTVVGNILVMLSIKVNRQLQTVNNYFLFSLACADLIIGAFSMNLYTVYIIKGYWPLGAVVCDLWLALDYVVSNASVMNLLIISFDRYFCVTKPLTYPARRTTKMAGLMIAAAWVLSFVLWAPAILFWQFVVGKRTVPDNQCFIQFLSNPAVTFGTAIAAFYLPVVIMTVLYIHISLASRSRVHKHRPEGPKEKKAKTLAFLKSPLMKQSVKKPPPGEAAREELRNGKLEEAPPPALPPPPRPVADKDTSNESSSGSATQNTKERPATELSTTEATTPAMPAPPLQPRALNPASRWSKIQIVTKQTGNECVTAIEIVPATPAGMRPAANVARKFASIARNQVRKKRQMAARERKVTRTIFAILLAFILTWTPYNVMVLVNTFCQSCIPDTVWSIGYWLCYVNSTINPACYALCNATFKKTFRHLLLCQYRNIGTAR
M5 PAM: human M5 muscarinic receptor positive allosteric modulators, primary screen, CHO-K1 cells, Fluo-8 calcium fluorescence; CHO-K1 hM5, ACh EC20 PAM; 0% = ACh EC20, 100% = ACh EC100; activation, % at 3 µM; AID 624038, 2012; actives 0.3% (n = 360,000);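 active = activation above the run cutoff, the mean activation of all test compounds plus 3 SD, cut at about 18% in these data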
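System: CHO-K1 cell line with stable human muscarinic M5 receptor expression | Also added: EC20 acetylcholine as agonist stimulus | Compound: One concentration, 3 µM final (nominal) | Timing: Fluo-8 loading 80 min at 37 °C plus 30 min room temperature | Measured by: Fluo-8 calcium dye fluorescence, kinetic read | Read-out basis: % activation, ACh-normalized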
CHRM4 PAM: human M4 muscarinic receptor positive allosteric modulators, primary screen, CHO-K1 cells, Fluo-8 calcium fluorescence; Muscarinic acetylcholine receptor M4 (Homo sapiens), P08173; CHO-K1 hM4/Gqi5, ACh EC20; 0% = ACh EC20, 100% = maximal ACh; activation, % at 3 µM; actives 0.4% (n = 360,000);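 active = activation above its plate's cutoff, the mean activation of sample wells plus 3 SD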; also: some results filed as inactive read as strong as hits
M4 antag: human M4 muscarinic receptor antagonists, primary screen, CHO cells, Fluo-8 calcium fluorescence; CHO-hM4 cells, ACh EC80; Muscarinic acetylcholine receptor M4 (Homo sapiens), P08173; inhibition, % at 3 µM; actives 0.73% (n = 360,000);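 active = inhibition above its plate's cutoff, the mean inhibition of sample wells plus 3 SD, cut at about 27% in these data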;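 also: 0% = acetylcholine EC80 with DMSO and 100% = DMSO without agonist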
* = called active by the depositor.

SMILES	M1 ag parental	CHRM5 agonist	M5 antag	CHO-K1 Ca antag	M1 PAM parental	CHRM4 agonist	M5 PAM	CHRM4 PAM	M4 antag
COCCN(C(=O)COC(=O)C1CC1C)c1c(N)n(Cc2ccccc2)c(=O)[nH]c1=O (centres undefined)	0.4	3	10	9	-10	0	-3	-1	2
COc1cccc(NC(=O)C2CCCCC2)c1	-0.8	-5	-10	-2	13	0	8	-4	3
COc1ccc(CN(C)Cc2cc(=O)oc3cc(C)c(C(C)C)cc23)cc1OC	0.5	-5	13	-15	-19	5	-7	-3	-6
CC(NC(=S)Nc1ccc(OC(F)F)cc1OC(F)F)C(C)(C)C (centres undefined)	6.9	2	0	-2	9	6	-9	-11	-8
O=[N+]([O-])/C(Cl)=C(/NCCO)C(Cl)=C(Cl)Cl	0.1	2	6	-5	-5	1	-4	-3	7
COc1ccc(/C=N/c2oc(-c3ccccc3)cc2C#N)cc1	-0.1	-5	6	15	-9	1	-5	0	11
CC(C)(CNc1ccc(S(=O)(=O)C(F)(F)F)cc1[N+](=O)[O-])N1CCOCC1	0.3	-6	26	-6	4	0	-8	0	7
CC(C)(C)CN1CCNC(=O)C1CC(=O)NCCN1CCCc2ccccc21 (centres undefined)	0.3	0	2	-14	6	1	3	5	0
CC(C)c1cc(Br)ccc1OCCCN1C(=O)NC(C)(C)C1=O	4.3	-2	-2	0	17	-1	-2	-6	-4
CCOC(=O)CN1C(=O)NC(C)(c2ccc(OC(F)F)cc2)C1=O (centres undefined)	2.8	3	3	-13	16	2	1	-1	-2
Cc1ccc(S(=O)(=O)N(C)C)cc1NC(=S)NNC(=O)C1CC1	1.0	1	-2	-2	9	0	-1	2	-2
Cc1cccc(NC(=O)c2cccc(NS(=O)(=O)c3ccc(Cl)cc3)c2)c1	2.5	0	6	-5	9	5	-5	-4	-12
CCOC(=O)c1cc2occc2n1CC(=O)NC1CCCCC1C (centres undefined)	0.1	-2	2	-3	10	-1	-7	-5	8
COc1ccc(CC(=O)NNS(=O)(=O)c2ccc(F)cc2)cc1	6.3	1	12	-19	11	5	-5	-7	-2
O=C(CSCc1ccccn1)Nc1ccccc1	-0.7	0	-6	-6	10	1	10	8	1
CCOC(=O)COc1nc(-c2ccccc2)cc(-c2ccco2)c1C#N	1.5	-4	7	0	15	-1	4	-6	1
Cn1nnc(NC(=O)c2ccc([N+](=O)[O-])cc2Cl)n1	0.1	2	-6	16	-10	1	4	-2	0
COc1ccc(-c2cc(=O)oc3c(C)c(OCC(=O)N[C@@H](Cc4ccc(O)cc4)C(=O)O)ccc23)cc1	0.1	1	6	3	2	-1	-2	1	-12
O=C(O)c1cc(S(=O)(=O)NCc2ccco2)c(Cl)cc1Cl	-0.2	-1	9	21	-6	0	-5	-7	-2
COc1ccc(-c2nnc(SCC(=O)Nc3ccccc3)n2C)cc1	-0.6	-2	-1	12	-7	-1	-3	4	-11
COc1ccc(NC(=O)O/N=C2/CCCc3ccc(OC)cc32)cc1	-0.2	1	-4	14	-5	0	-2	-5	6
O=C(O)CNC(=S)N(Cc1ccco1)Cc1ccccc1Cl	1.2	-2	11	-4	25	0	-5	1	6
COc1ccccc1C(=O)Nc1cccc(C(=O)c2ccccc2)c1	0.8	-7	-1	3	-16	3	4	-7	-4
Cc1ccc(C(=O)CSC2=C(C#N)C(c3ccco3)C3=C(CCCC3=O)N2)cc1 (centres undefined)	0.3	-2	-2	-7	8	1	0	-7	2
Cc1ccc(-c2nnc(N3CCN(c4ccccn4)CC3)c3ccccc23)cc1	6.6	-4	23	5	22	5	-10	-5	-7

Single records, from the list above. Screens in order: M1 ag parental | CHRM5 agonist | M5 antag | CHO-K1 Ca antag | M1 PAM parental | CHRM4 agonist | M5 PAM | CHRM4 PAM | M4 antag
`Cc1ccc(-c2nnc(N3CCN(c4ccccn4)CC3)c3ccccc23)cc1` is listed with 6.6 | -4 | 23 | 5 | 22 | 5 | -10 | -5 | -7
`CCOC(=O)CN1C(=O)NC(C)(c2ccc(OC(F)F)cc2)C1=O` (centres undefined) is listed with 2.8 | 3 | 3 | -13 | 16 | 2 | 1 | -1 | -2

More structures
SMILES	M1 ag parental	CHRM5 agonist	M5 antag	CHO-K1 Ca antag	M1 PAM parental	CHRM4 agonist	M5 PAM	CHRM4 PAM	M4 antag
Cc1cccc(/C(N)=N/OC(=O)CCCN2C(=O)c3ccccc3C2=O)c1	0.9	-1	-1	-3	-1	2	12	10	2
CCOC(=O)Oc1ccc(C(=O)OCCCN(C)C)cc1OC	0.2	-2	9	-11	19	2	-1	-4	4
COc1ccc(-n2c3c(cc(C(=O)N4CCCCC4)c2=O)C(=O)CC(C)(C)C3)cc1	0.3	-3	2	-10	21	1	12	-8	27*
Cc1ccc(C)c(NC(=O)C2CCCN(S(=O)(=O)c3cccnc3)C2)c1 (centres undefined)	0.2	-2	11	15	14	2	-3	4	4
O=[N+]([O-])c1ccc(Cl)c(S(=O)(=O)n2ccnc2)c1	-0.1	1	7	-9	10	0	5	1	-1
Cc1ccccc1Oc1ccc(Oc2ccccc2C)nn1	-0.1	-2	4	-16	2	1	5	-3	10
CCc1ccccc1OCC(=O)Nc1ccc(C)c(S(=O)(=O)N2CCCCCC2)c1	0.5	-2	10	2	3	2	-17	-1	0
Cc1nc2cc(NC(=O)NCCCO)ccc2o1	0.0	4	5	-17	11	0	7	0	1
O=C1[C@@H]2CSCN2C(=O)CN1Cc1cccc(C(F)(F)F)c1	0.5	-3	10	-5	13	2	-2	4	-7
O=C(c1ccsc1)N1CCCC(Nc2ccc(F)c(F)c2)C1 (centres undefined)	1.6	-1	5	-11	2	0	-3	-5	-3
O=C(NCc1ccccn1)c1cc(-c2ccncc2)nc2ccccc12	2.2	6	8	2	9	11	-4	3	-7
CC(C)CNC(=S)NC1CC2CCCC(C1)N2C1CCCCC1 (centres undefined)	0.6	-10	6	-20	25	0	4	5	-7
CCc1cc(C(=O)NNC(=O)CCN2CCN(c3ccccc3)CC2)sc1C	-0.1	1	-6	-1	-4	1	3	2	5
Fc1cccc(Nc2c3c(nc4ccccc24)CCC3)c1	3.6	2	-1	0	4	9	-7	-6	-4
Fc1ccc(-c2nnn3c2nc(NCc2ccccc2)c2ccccc23)cc1	1.2	-2	1	-9	16	0	1	-3	10
COc1ccccc1N=c1oc2c(OC)cccc2cc1C(=O)NCc1ccco1	0.3	-2	-3	-4	16	0	2	0	6
c1ccc(Cc2nn3c(COc4ccccc4)nnc3s2)cc1	0.9	-2	-4	-23	16	2	1	8	-14
COc1cc(C(=O)NCc2cccc3ccccc23)ccc1OCc1ccccc1	1.9	1	0	0	18	0	7	6	4
CC1CC(C)(C)CC2(C1)NC(=O)N(CC(=O)N1CCN(S(=O)(=O)c3cccc(F)c3)CC1)C2=O (centres undefined)	1.0	2	12	-12	-3	5	-9	0	-13
CCCC(O)(CCN1CCCCC1)c1ccc(OCC)cc1 (centres undefined)	0.5	-5	10	5	-5	0	-14	-15	13
O=C(NCCCO)c1cc2c(cn1)[nH]c1ccccc12	0.3	-2	18	-2	-11	0	-8	-8	11
O=C1Nc2cc(C(=O)N3CCN(c4ccc(F)cc4)CC3)ccc2NC1CSCc1cccc(F)c1 (centres undefined)	1.3	3	-12	-3	16	1	6	5	1
CCOC(=O)c1ccc(NCc2ccncc2)cc1	-0.1	1	5	-1	2	1	0	-6	6
Fc1ccccc1/C=N/n1cc(-c2ccccc2)[nH]c1=S	0.0	-1	18	-3	0	1	-14	-9	-8
COc1ccc(NC(=O)CN2CCC(NC(=O)C3CCCCC3)CC2)c([N+](=O)[O-])c1	-0.3	4	11	-1	-7	1	0	-5	-2

Remaining list, next part:
SMILES	M1 ag parental	CHRM5 agonist	M5 antag	CHO-K1 Ca antag	M1 PAM parental	CHRM4 agonist	M5 PAM	CHRM4 PAM	M4 antag
COc1ccc(C2CC(=O)Nc3cc(OC)c(OC)cc32)cc1 (centres undefined)	1.5	1	5	1	-3	0	-2	3	-8
COC(=O)C(Cc1ccc(O)cc1)NC(=O)C12CC3CC(CC(C3)C1)C2 (centres undefined)	1.5	1	10	-11	19	1	-1	-6	10
Cc1nnc(SCC(=O)Nc2ccc3c(c2)OCCO3)s1	0.3	2	1	-13	23	0	1	0	7
CC(C)c1ccc(NC(=O)CN2CCN(C(=O)C3CCCO3)CC2)cc1 (centres undefined)	0.1	-2	-1	-10	-4	1	4	4	-14
CCCC(C(=O)NCC1CCCO1)N(C(=O)CNS(=O)(=O)c1ccccc1)c1ccc(F)cc1 (centres undefined)	-0.5	-2	4	4	-13	0	2	2	-3
COc1ccc(Cl)cc1Nc1nc(-c2sc(NC(=O)c3ccco3)nc2C)cs1	0.5	3	3	-12	-3	2	3	-1	3

In the list so far, these have fluorine:
SMILES	M1 ag parental	CHRM5 agonist	M5 antag	CHO-K1 Ca antag	M1 PAM parental	CHRM4 agonist	M5 PAM	CHRM4 PAM	M4 antag
CC(NC(=S)Nc1ccc(OC(F)F)cc1OC(F)F)C(C)(C)C (centres undefined)	6.9	2	0	-2	9	6	-9	-11	-8
CC(C)(CNc1ccc(S(=O)(=O)C(F)(F)F)cc1[N+](=O)[O-])N1CCOCC1	0.3	-6	26	-6	4	0	-8	0	7
CCOC(=O)CN1C(=O)NC(C)(c2ccc(OC(F)F)cc2)C1=O (centres undefined)	2.8	3	3	-13	16	2	1	-1	-2
COc1ccc(CC(=O)NNS(=O)(=O)c2ccc(F)cc2)cc1	6.3	1	12	-19	11	5	-5	-7	-2
O=C1[C@@H]2CSCN2C(=O)CN1Cc1cccc(C(F)(F)F)c1	0.5	-3	10	-5	13	2	-2	4	-7
O=C(c1ccsc1)N1CCCC(Nc2ccc(F)c(F)c2)C1 (centres undefined)	1.6	-1	5	-11	2	0	-3	-5	-3
Fc1cccc(Nc2c3c(nc4ccccc24)CCC3)c1	3.6	2	-1	0	4	9	-7	-6	-4
Fc1ccc(-c2nnn3c2nc(NCc2ccccc2)c2ccccc23)cc1	1.2	-2	1	-9	16	0	1	-3	10
CC1CC(C)(C)CC2(C1)NC(=O)N(CC(=O)N1CCN(S(=O)(=O)c3cccc(F)c3)CC1)C2=O (centres undefined)	1.0	2	12	-12	-3	5	-9	0	-13
O=C1Nc2cc(C(=O)N3CCN(c4ccc(F)cc4)CC3)ccc2NC1CSCc1cccc(F)c1 (centres undefined)	1.3	3	-12	-3	16	1	6	5	1
Fc1ccccc1/C=N/n1cc(-c2ccccc2)[nH]c1=S	0.0	-1	18	-3	0	1	-14	-9	-8
CCCC(C(=O)NCC1CCCO1)N(C(=O)CNS(=O)(=O)c1ccccc1)c1ccc(F)cc1 (centres undefined)	-0.5	-2	4	4	-13	0	2	2	-3
